TSG101-PTAP inh: blocks PTAP/TSG101 interaction to inhibit HIV-1 budding; 340,000 tested, under 10 active; Q99816; Fluorescence polarization, FITC-PTAP peptide / Tsg101 binding; AID 493005; Potency, µM (series often up to 115 µM), without a hit: at the top dose activity change, negative = inhibition, hits mostly inhibitors; active = well fitted inhibition curve with a large enough effect in the main read-out, with a control signal flat, not every such curve was filed as active; inconclusive = small, poorly fitted or top-dose-only effect, or effect the other way, or a change in a side signal; inactive = no such curve, though single readings can be large or run the other way; also: potency is read from the fitted curve at half-maximal effect; % of control where 0% means no effect
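Compounds were pin-transferred onto Tsg101 binding domain (10 uM final) in HEPES pH 7.5 buffer, then FITC-PTAP peptide was added at 50 nM final. After 20 min at RT, polarization reported peptide displacement across a qHTS concentration series.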
Giardia killer: Giardia lamblia killing. Giardia lamblia trophozoite viability. activity change, % at 7.66 µM, hits read low. 0.15% of 340,000 active; in the data active = activity change below about -80%; inconclusive = between about -30% and that limit;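 also: parasites exposed to compound for two days anaerobically before the ATP read; % is scaled to controls: 0 for no effect and ±100 for the full control effect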
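Anaerobic 48 hrs incubation at 37 deg C of 100 trophozoites/well with test compounds; ATPLite 1-Step luminescence, 15-30 min RT, reports cellular ATP as viability.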
a7 integrin act: integrin-mediated muscular dystrophy alleviation activation; 0.064% of 350,000 active; Potency, µM (series often up to 38.3 µM), without a hit: at the highest dose activation, usual class: activators; alpha7betagal myoblasts, beta-gal FDG fluorescence, 48 h;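 also: potency is read from the fitted curve at half-maximal effect; 100% = response of the positive control SU9516; nearly all actives have a fitted effect of over 60% in size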
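alpha7betagal+/- myoblasts (passage 13, 250/well) treated 48 h at 37C with compounds at 1:260 dilution of DMSO stock. Lysed, then beta-galactosidase activity read as FDG fluorescence (ex 480/em 540) after 30 min, with pre-read for autofluorescence.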
Coupling enz: inhibits coupling enzyme system, counter-screen for aldolase hits; activity change, negative = inhibition, % at 58.2 µM, hits read low; coupling enzyme system counterscreen, AmpLite Red fluorescence; 0.67% of 290,000 active; in the data active = activity change below about -30%; also: % is scaled to controls: 0 for no effect and ±100 for the full control effect
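Counterscreen of the coupled detection system alone, without aldolase: glyceraldehyde-3-phosphate coupling enzymes plus AmpLite Red readout. Compounds at 57.5 uM final, 10 min RT preincubation, 20 min RT reaction, fluorescence 525/598 nm.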
B2AR arrestin: recruits beta-arrestin to the human beta2-adrenergic receptor; beta-arrestin recruitment to beta2AR, cell-based reporter; 0.02% of 330,000 active; Potency, µM (series often up to 46.1 µM), without a hit: at the top dose activation, actives largely listed as activators; AID 492947;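 also: potency is read from the fitted curve at half-maximal effect; 0% = DMSO controls and full agonism = EC100 isoproterenol or metaproterenol; nearly all actives have a fitted effect of over 65% in size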
BCR signal inh: blocks chronic active B-cell receptor signaling; 0.05% of 340,000 active; AID 493014; ABC-DLBCL IkBa-CBG/CBR reporter, luminescence ratio, 4 h; Potency, µM (doses to about 46.1 µM), without a hit: at the highest dose ratio change, negative = lower green/red ratio, actives largely listed as inhibitors; active = well fitted inhibition curve with a large enough effect in the signal ratio, with a control signal flat, not every such curve was filed as active; inconclusive = small, poorly fitted or top-dose-only effect, or effect the other way, or a change in a side signal; the % refers to the signal ratio;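 also: potency is read from the fitted curve at half-maximal effect; plate controls were basal doxycycline-induced cells for no effect and cells given 10 µM MG132 for full effect; MG132 reads +100%, hits lower the ratio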
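Cell line TMD8 (human ABC DLBCL), stably expressing tet-inducible CBG68-IkBa fusion and CBR; IMDM/0.5% FBS; cpd up to 46 uM; dox induction, 4 h, 37C/5% CO2; dual luminescence; green/red ratio; MG132 control.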
Menin-MLL TR inh: displaces Texas Red mutant MLL peptide from human menin; 0.23% of 270,000 active; O00255; Menin + Texas Red MLL mutant peptide, fluorescence polarization; AID 1768; Potency, µM (titrated, usually from 61.6 µM), inactives show top-dose FP activity change, negative = inhibition, hits mostly inhibitors; active = well fitted inhibition curve with a large enough effect in the polarisation, with a control signal flat, not every such curve was filed as active; inconclusive = small, poorly fitted or top-dose-only effect, or effect the other way, or a change in a side signal; inactive = no such curve, though single readings can be large or run the other way; the % refers to the polarisation; also: potency is read from the fitted curve at half-maximal effect; % of control where 0% means no effect; many of its hits are not listed in these tables
Tb PFK inh: blocks T. brucei phosphofructokinase; O15648; T. brucei PFK, ADP-Glo luminescence; Potency, µM (series often up to 57.5 µM), for inactives: top-dose activity, negative = inhibition, hits mostly inhibitors; 0.17% of 330,000 active;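 also: potency is read from the fitted curve at half-maximal effect; 0% = uninhibited 1x PFK enzyme wells and -100% = no-enzyme wells; nearly all actives have a fitted effect of over 60% in size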
Target sequence (O15648 whole entry, looked up): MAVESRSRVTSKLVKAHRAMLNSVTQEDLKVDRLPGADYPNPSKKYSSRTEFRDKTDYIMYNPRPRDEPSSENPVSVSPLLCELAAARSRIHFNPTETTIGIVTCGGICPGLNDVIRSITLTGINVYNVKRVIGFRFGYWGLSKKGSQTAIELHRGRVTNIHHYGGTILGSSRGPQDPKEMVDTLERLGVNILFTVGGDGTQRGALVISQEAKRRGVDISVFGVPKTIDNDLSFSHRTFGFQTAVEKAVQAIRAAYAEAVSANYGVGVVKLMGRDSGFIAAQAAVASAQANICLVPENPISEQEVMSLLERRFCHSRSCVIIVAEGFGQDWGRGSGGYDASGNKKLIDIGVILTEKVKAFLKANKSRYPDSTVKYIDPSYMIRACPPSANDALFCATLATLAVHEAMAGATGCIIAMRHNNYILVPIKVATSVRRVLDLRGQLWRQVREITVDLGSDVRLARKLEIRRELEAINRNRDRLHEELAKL
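Luminescent ADP detection (ADP-Glo, two-step: ATP depletion then ADP-to-ATP conversion for luciferase) reported PFK activity after 45 min room-temperature reaction of 1.25 nM enzyme with 0.5 mM F6P and 0.1 mM ATP at pH 8.0.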
S-ASM inh: human S-ASM enzyme inhibition. Potency, µM (titrated, usually from 57.5 µM), inactives show at the top dose activity change, negative = inhibition, most hits filed as inhibitors. placental ASM, HMU-PC fluorogenic substrate, 60 min. 0.006% of 340,000 active. AID 504937. P17405; also: potency is read from the fitted curve at half-maximal effect
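Human placenta-derived ASM preincubated with compound 10 min at room temperature, then reacted with 9 uM (final) fluorogenic HMU-PC substrate for 60 min at 37 C. Stop solution raises pH to 10; fluorescence read at Ex 386/Em 447 nm.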
PKM2 activator: increases activity of human pyruvate kinase M2; P14618; purified PKM2, Kinase-Glo ATP luminescence, activation; response scale: 0% is enzyme alone, no compound; Potency, µM (top dose mostly 57.5 µM), for inactives: top-dose activation, actives largely listed as activators; 0.34% of 260,000 active; also: potency is read from the fitted curve at half-maximal effect; % is scaled to controls: 0 for no effect and ±100 for the full control effect; nearly all actives have a fitted effect of over 55% in size
Target sequence (P14618 whole entry, looked up): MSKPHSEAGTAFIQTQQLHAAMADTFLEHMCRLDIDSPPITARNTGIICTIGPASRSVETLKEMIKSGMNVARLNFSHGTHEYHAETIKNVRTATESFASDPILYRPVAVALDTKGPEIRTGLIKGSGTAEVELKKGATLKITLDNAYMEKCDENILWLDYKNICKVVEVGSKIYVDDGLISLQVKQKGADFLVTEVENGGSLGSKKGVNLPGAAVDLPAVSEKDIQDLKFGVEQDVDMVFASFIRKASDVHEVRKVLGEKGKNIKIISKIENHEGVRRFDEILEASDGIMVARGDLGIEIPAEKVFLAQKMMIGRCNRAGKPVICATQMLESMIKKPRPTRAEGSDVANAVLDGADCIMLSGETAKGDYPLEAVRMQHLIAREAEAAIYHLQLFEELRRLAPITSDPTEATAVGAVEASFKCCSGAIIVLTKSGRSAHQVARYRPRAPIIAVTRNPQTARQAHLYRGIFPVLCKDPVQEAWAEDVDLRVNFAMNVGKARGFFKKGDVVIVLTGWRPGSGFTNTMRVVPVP
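Purified hPK-M2 (>95% pure) converted ADP (0.1 mM final) to ATP with 0.5 mM PEP in 50 mM imidazole pH7.2, KCl, MgCl2, Tween 20, BSA; 1 h at room temperature. ATP detected by Kinase-Glo luminescence.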
GALK inh: blocks human galactokinase activity | Purified GALK, Kinase-Glo residual ATP luminescence | Potency, µM (doses to about 57.5 µM), inactives show top-dose activity change, negative = inhibition, most hits filed as inhibitors | 0.007% of 270,000 active | AID 1868; also: potency is read from the fitted curve at half-maximal effect; % is scaled to controls: 0 for no effect and ±100 for the full control effect
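Human GALK (5 nM) with 35 uM ATP and 100 uM galactose in 20 mM HEPES pH 8.0, 5 mM MgCl2, 60 mM NaCl, 1 mM DTT, 0.01% BSA. After 1 h at room temperature, leftover ATP was read by Kinase-Glo Plus luminescence.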
* marks the source's active call; other numbers are inactive results; ? = inconclusive; . = not tested or not shown; [ ] = another dose, or the depositor's remark. Unless noted, calls follow the shape of the dose curve; as a rule, active = well fitted curve in the direction sought with a large enough effect; inconclusive = small, poorly fitted or top-dose-only effect, or another doubt; inactive = no such curve, though single readings can be large; an effect the other way counts as inactive or inconclusive. These rows are one share of the data; rates above refer to the full screens.

#	structure	TSG101-PTAP inh	Giardia killer	a7 integrin act	Coupling enz	B2AR arrestin	BCR signal inh	Menin-MLL TR inh	Tb PFK inh	S-ASM inh	PKM2 activator	GALK inh
1	Cc1ccsc1C(=O)N1CCCC(CO)(Cc2ccccc2)C1 (stereo not drawn)	-0.6%	-7.6	14.3%	3.1	-0.5%	2.6%	3.2%	-4.3%	2.4%	4.0%	-5.3%
2	COc1ccc2c(CC(=O)OCC(=O)Nc3cccc(S(N)(=O)=O)c3)coc2c1	-0.3%	31.3[activator]	7.6%	-0.6	-0.1%	-0.7%	.	3.5%	-8.1%	0.2%	-1.0%
3	COCCCN1C(=O)C(=O)/C(=C(/O)c2ccc(S(=O)(=O)N3CCOCC3)cc2)C1c1cccc(Cl)c1 (stereo not drawn)	1.9%	-13.4	-23.8%	.	0.1%	-4.0%	.	-3.7%	0.1%	.	2.4%
4	CCN(C(=O)c1cnc(NC(C)C)cc1C(F)(F)F)c1ccc(Cl)cc1	-0.3%	-2.4	-17.6%	-3.9	0.2%	-1.5%	.	-1.2%	-2.9%	-0.8%	-0.5%
5	CC(C)C(C)NC(=O)COC(=O)c1cccc(C(=O)OCC(=O)NC(C)C(C)C)n1 (stereo not drawn)	1.4%	0.8	6.1%	-0.1	0.0%	7.2%	-2.9%	-2.5%	5.4%	-0.3%	1.1%
6	O=C(CC1N=C2c3ccccc3N=C(SCc3ccc(Cl)cc3)N2C1=O)NCc1ccco1 (stereo not drawn)	-7.9%	1.4	-21.6%	3.1	0.1%	4.5%	2.5%	0.3%	26.4%	21.4%	3.0%
7	COc1ccc(-c2c(C)n([O-])c(C)c(C)[n+]2=O)cc1OC	-6.1%	1.1	3.4%	0.3	-0.2%	6.3%	-1.2%	-4.1%	3.9%	-0.7%	-0.9%
8	CCOC(=O)C1CCN(Cc2ccc(C(=O)OC)cc2)CC1	-3.7%	-10.3	4.6%	-0.8	?	4.5%	-5.9%	-3.1%	8.3%	-3.6%	-1.6%
9	CC1=NN(c2ccccc2)C(=O)C1/C=C1/NC(=S)NC1=O (stereo not drawn)	-0.2%	-2.2	-16.1%	0.1	-1.3%	5.9%	.	1.4%	-0.7%	0.3%	-2.3%
10	CC(=O)NCCN=C(C)c1sc2ccccc2c1O	-6.3%	-18.0	-6.7%	1.4	-0.1%	0.1%	12.1%	-5.6%	20.9%	-1.6%	1.1%
11	CC1(C)Cc2c(sc(NC(=O)COc3ccc(Cl)cc3)c2C#N)C(C)(C)N1	1.5%	2.2	-53.9%[inhibitor]	2.1	-0.3%	?	0.9%	5.3%	-29.8%	-1.6%	-0.9%
12	N#Cc1ccc(-c2ccc3c(c2)OCO3)nc1SCC(=O)OCc1ccccc1	9.6%	5.6	-7.6%	-6.5	-0.1%	?	0.3%	-0.8%	.	-1.8%	0.1%

Taken from above:
For BCR signal inh, entry 4 shows -1.5%
For TSG101-PTAP inh, entry 6 shows -7.9%
For GALK inh, entry 2 shows -1.0%

Next part:
#	structure	TSG101-PTAP inh	Giardia killer	a7 integrin act	Coupling enz	B2AR arrestin	BCR signal inh	Menin-MLL TR inh	Tb PFK inh	S-ASM inh	PKM2 activator	GALK inh
13	COc1cccc(N2CC(C(=O)Nc3nnc(SCC(=O)Nc4ccc(NC(C)=O)cc4)s3)CC2=O)c1 (stereo not drawn)	-0.2%	-6.0	0.0%	.	-0.4%	-5.7%	.	0.5%	-2.1%	.	-2.0%
14	CCN(CC)C1CCN(Cc2cn[nH]c2-c2ccc(OC)c(F)c2)C1 (stereo not drawn)	-6.6%	-7.4	-7.6%	0.9	-0.4%	-9.7%	6.3%	-1.8%	9.0%	8.9%	0.6%
15	O=C(CCC1CCCN(Cc2cccc3c2OCO3)C1)NCc1ccc(F)c(F)c1 (stereo not drawn)	3.6%	2.1	-37.3%	2.9	0.2%	-4.6%	2.4%	-20.7%	3.2%	-11.6%	4.3%
16	O=C(NCCc1nc2ccccc2[nH]1)/C(=C/c1ccco1)NC(=O)c1ccc(Br)o1	-8.0%	9.8	-2.6%	4.4	0.3%	?	0.0%	-2.7%	5.5%	11.0%	-3.3%
17	O=C(NCC(c1ccco1)N1CCc2ccccc2C1)C(=O)Nc1ccccc1 (stereo not drawn)	-1.1%	8.8	12.6%	.	0.1%	-10.3%	.	8.4%	0.8%	.	.
18	O=C(CCCN1C(=O)c2ccccc2C1=O)NCCCn1ccnc1	-2.5%	19.9	-14.9%	1.3	0.3%	?	-19.3%	-0.5%	5.0%	-0.3%	7.4%
19	COc1ccc(CN2CCN(Cc3ccco3)CC2)cc1OC	-1.8%	?	-11.7%	-0.7	-1.0%	0.0%	19.7%	-5.7%	4.7%	?	7.2%
20	COc1ccccc1C(c1c(N)n(C)c(=O)n(C)c1=O)C(C)[N+](=O)[O-] (stereo not drawn)	0.9%	0.6	-20.1%	1.9	0.2%	?	.	-2.6%	-2.2%	-2.1%	3.7%
21	COc1cc(C(=O)NCC(c2ccccc2)N(C)C)ccc1OCc1c(C)noc1C (stereo not drawn)	1.5%	27.7	-10.2%	.	-0.5%	-6.6%	.	-0.9%	2.4%	.	.
22	Cc1ccccc1C(=O)NCC(=O)N1CCN(c2ccccn2)CC1	1.1%	-18.5	-6.9%	.	-0.1%	7.9%	.	0.8%	0.4%	.	.
23	O=C(CCc1nc2ccccc2s1)OCC(=O)c1ccccc1	0.7%	3.4	-8.4%	-0.1	0.1%	?	15.4%	-1.8%	1.4%	7.2%	0.2%
24	O=C(Nc1nnc(C(F)(F)F)s1)c1cccnc1	-5.2%	-4.0	25.9%	1.9	-0.9%	?	-5.1%	-2.7%	2.2%	8.1%	2.6%

Just BCR signal inh, TSG101-PTAP inh and Giardia killer (3 entries from above):
entry | canonical_smiles | BCR signal inh | TSG101-PTAP inh | Giardia killer
21 | COc1cc(C(=O)NCC(c2ccccc2)N(C)C)ccc1OCc1c(C)noc1C (stereo not drawn) | -6.6% | 1.5% | 27.7
22 | Cc1ccccc1C(=O)NCC(=O)N1CCN(c2ccccn2)CC1 | 7.9% | 1.1% | -18.5
23 | O=C(CCc1nc2ccccc2s1)OCC(=O)c1ccccc1 | ? | 0.7% | 3.4

(more compounds)
#	structure	TSG101-PTAP inh	Giardia killer	a7 integrin act	Coupling enz	B2AR arrestin	BCR signal inh	Menin-MLL TR inh	Tb PFK inh	S-ASM inh	PKM2 activator	GALK inh
25	COc1ccc(OC)c(S(=O)(=O)NCC(c2cccs2)N2CCc3ccccc3C2)c1 (stereo not drawn)	-4.1%	21.0	21.6%	.	-0.1%	9.2%	.	0.2%	-1.3%	.	.
26	CCOC(=O)c1cccc(NC(=O)C2CCCN(c3nnc(N4CCCC4=O)s3)C2)c1 (stereo not drawn)	0.2%	-8.1	13.7%	0.9	7.4%	1.2%	0.9%	0.0%	4.3%	5.6%	.
27	O=C(c1sc2cc(F)ccc2c1Cl)N1CCN(c2cccc(Cl)c2)CC1	-1.0%	8.2	3.2%	-0.7	-0.3%	8.7%	6.1%	-7.6%	-6.3%	-0.3%	0.4%
28	CC1CCCCC12NC(=O)N(CC(=O)OCc1cccc(F)c1)C2=O (stereo not drawn)	1.7%	-2.4	10µM*	.	-0.3%	-1.7%	.	0.0%	1.0%	.	.
29	Cn1cc(S(=O)(=O)N2CCCC2)cc1C(=O)NCc1ccc(Cl)cc1	-3.8%	-7.4	14.9%	0.3	-0.3%	-25.1%	-9.7%	-1.2%	-0.7%	2.7%	.
30	CCCc1nc2ccc(NC(=O)NCCC(=O)OCC)cc2c(=O)n1Cc1ccc(Cl)cc1	-5.9%	-4.5	24.6%	-4.2	-0.6%	?	11.8%	0.0%	-22.4%	8.4%	-7.3%
31	CC(Oc1cccc(Cl)c1)C(=O)NC1CC(C)(C)NC(C)(C)C1 (stereo not drawn)	-2.4%	-12.1	23.3%	.	-1.2%	-0.5%	.	-2.6%	0.5%	11.1%	5.6%
32	CCOC(=O)C1CCN(c2nc3ccccc3nc2C(C#N)C(=O)OCCOC)CC1 (stereo not drawn)	-11.9%	2.9	-17.4%	-0.9	-0.3%	2.6%	?	-1.5%	-5.4%	-3.4%	0.5%
